# High-throughput results: PubChem BioAssay, Broad Institute
# RAD54 branch: blocks human RAD54 Holliday junction branch migration; Q92698; FAM/BHQ fluorescence; inhibition, % at 10.4 µM; hit rate 0.14% among 360,000; AID 602329;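 active = mean normalized replicate activity at least 40 and at least half of replicates scoring 40 or more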;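 note: 0% = median of neutral control wells and 100% = median of positive control wells; inhibitors cause a drop in the FAM fluorescence signal; in these data hits start at about 50%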
# Target sequence (Q92698 whole entry, looked up): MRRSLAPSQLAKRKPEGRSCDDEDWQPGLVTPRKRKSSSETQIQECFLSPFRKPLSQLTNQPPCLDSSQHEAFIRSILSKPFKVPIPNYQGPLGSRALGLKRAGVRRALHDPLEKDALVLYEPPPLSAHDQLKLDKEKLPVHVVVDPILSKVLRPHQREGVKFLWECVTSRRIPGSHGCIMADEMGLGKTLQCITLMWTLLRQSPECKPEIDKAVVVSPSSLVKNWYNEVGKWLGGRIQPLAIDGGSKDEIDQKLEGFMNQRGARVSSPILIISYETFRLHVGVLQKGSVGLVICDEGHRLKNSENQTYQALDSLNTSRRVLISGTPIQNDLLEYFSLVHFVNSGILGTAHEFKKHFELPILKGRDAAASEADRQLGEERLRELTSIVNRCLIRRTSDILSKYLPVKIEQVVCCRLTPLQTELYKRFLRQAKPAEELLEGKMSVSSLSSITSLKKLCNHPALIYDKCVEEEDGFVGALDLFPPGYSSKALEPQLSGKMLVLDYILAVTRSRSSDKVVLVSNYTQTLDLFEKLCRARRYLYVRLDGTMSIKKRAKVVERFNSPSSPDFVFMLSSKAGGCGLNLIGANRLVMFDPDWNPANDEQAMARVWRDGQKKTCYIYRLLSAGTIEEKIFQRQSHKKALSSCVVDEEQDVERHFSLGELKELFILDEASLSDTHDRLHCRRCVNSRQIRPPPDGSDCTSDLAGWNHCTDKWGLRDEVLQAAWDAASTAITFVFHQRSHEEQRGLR
# * = called active by the depositor; & = joins results of further samples. A portion of the library; rates above refer to the full screens.
compound | RAD54 branch
O=C(O)CCCCNS(=O)(=O)c1ccc(Cl)c(C(F)(F)F)c1 | 6.6
Cc1csc2nc(CSc3nncn3-c3ccccc3)c(Br)n12 | 8.5
CC(C)(C)C(=O)N=C1SC2CS(=O)(=O)CC2N1c1ccc2c(c1)OCO2 (configuration not stated) | 2.7
COn1c(C)c(C(C)=O)c2c3no[n+]([O-])c3ccc21 | -3.3
CN(CC(=O)Nc1ccc(C#N)cc1)Cc1ccc(Cl)c(Cl)c1 | -3.1
C=CCOc1ccc(/C(O)=C2\C(=O)C(=O)N(CCCOC)C2c2ccncc2)cc1 (configuration not stated) | 8.2
CC1CC(C)CN(C(=O)CSc2nc(Cc3cccs3)nc3ccccc23)C1 (configuration not stated) | -3.3
CCOC(=O)c1c(-c2ccc(C)o2)csc1NC(=O)COC(=O)c1cccs1 | -2.0
O=C(Nc1ccccc1)c1cc2ccccc2o1 | 3.9
COc1ccc(Cn2c(=O)[nH]c3cc(C(=O)NCCCN4CCCCC4)ccc3c2=O)cc1 | 21.6
CS(=O)(=O)N(Cc1ccc(Cl)cc1)c1ccc(C(=O)NCCSCc2ccco2)cc1 | -8.6
c1ccc2c(-n3cnnn3)cccc2c1 | -6.5
CCn1c(COc2ccc3c(c2)OCO3)nnc1SCC(=O)c1ccccc1 | 3.8
S=c1[nH]nc(C2CCCCC2)n1/N=C/C=C/c1ccccc1 | 10.6
C=CCNC(=O)c1cccn1-c1ccsc1C(=O)OC | -0.8
CC(C)OP(=O)(c1ccc(N(C)C)cc1)C(O)c1ccncc1 (configuration not stated) | 1.8
Cc1cc(=O)[nH]c(SCC(=O)N2c3ccccc3CC2C)n1 (configuration not stated) | -3.8
O=C1CCC(C(=O)NCCCn2ccnc2)N1 (configuration not stated) | -5.0
CCOc1ccc(CCNC(=O)C2CCN(c3nn4c(=O)cc(C)nc4s3)CC2)cc1OCC | -0.5
CC12CCC(C(=O)O)(C/C1=N\O)C2(C)C (configuration not stated) | -9.9&-5.1
COc1cc(SC)ccc1C(=O)NCCOc1ccccc1Cl | 0.8
CCc1c(C)nc(SCC(=O)Nc2cccc(Br)c2)[nH]c1=O | -5.7
N#CC(C(=O)NCc1ccccc1)c1nc2ccccc2nc1N1CCCC1 (configuration not stated) | -5.5
CC(NC(=O)c1cccc(N2CCCC2=O)c1)c1ccc2c(c1)OCCO2 (configuration not stated) | -9.2
O=C(COn1nnc2ccc(Cl)cc21)NCc1ccccc1 | -0.9
Cc1cc(C)c(C#N)c(N2CCN(Cc3ccccc3)CC2)n1 | -3.9
CCC(C)(C)n1nnnc1CN1CCN(C(c2ccccc2)c2ccccc2)CC1 | -0.5
CNC(=O)N(O)C1N(C)C(=O)N(Cc2ccccc2)C1(C)C (configuration not stated) | -25.0
COc1ccc(Nc2nc3ccccc3n3cnnc23)cc1 | 4.7
CC1(C)NC(=O)N(CCOCCOc2ccc3ccccc3c2Br)C1=O | -3.3

compound | RAD54 branch
Cc1nc(C(F)(F)F)nc(Nc2ccc(Br)cc2)c1C#N | 3.8
CCCC(=O)Nc1ccc2nc(SCC(=O)Nc3nccs3)sc2c1 | -7.6
O=C(NCCN1CCOCC1)c1cn(CCc2ccccc2)nn1 | 2.0
Cc1cc(C(=O)Nc2ccc3c(c2)OCCO3)co1 | 3.0
O=C(O)c1ccc2[nH]c3c(c2c1)CSCC3 | -1.7
N#Cc1cc2c(nc1SCC(=O)Nc1sc3c(c1C#N)CCC3)CCCC2 | -10.0
CCOC(=O)c1cccc(NC(=O)c2cnc3ccccc3n2)c1 | -4.7
Cc1cccc(NC(=O)CCSc2nc(C)cc(C)n2)c1 | 0.3
COc1cccc(-c2nn(C)c3sc(C(=O)NCc4ccc(C)o4)cc23)c1 | 1.3
Cc1nonc1NC(=O)CSc1nnc(-c2ccoc2C)n1CC(C)C | 4.5
O=C(NCc1nnc(SCC(=O)N2CCCC2)o1)c1c(F)cccc1Cl | 6.0
COc1ccc(N2C(=O)CCC(C(=O)NCc3ccccn3)C2c2ccc(F)cc2)cc1 (configuration not stated) | 4.3
CCNC(=S)NNC(=O)CCn1c2ccccc2c2ccccc21 | -15.4
COC(=O)c1ccc(NC(=O)c2cccc(Cl)c2)o1 | 4.4
Cc1cccc(NC(=O)CSc2nc(N)cc(N)n2)c1 | 4.1
O=C(NC1CCCCC1)c1ccc(S(=O)(=O)NCc2ccco2)cc1 | 6.0
Cc1cccc2[nH]c(-c3ccc(NC(=O)c4ccco4)cc3)nc12 | 4.0
CN(C)S(=O)(=O)c1ccc(C(=O)N2CCCC2c2nc3ccccc3s2)cc1 (configuration not stated) | 9.6
Cc1noc(/C=C/c2ccco2)c1S(=O)(=O)N1CCC(C(=O)N2CCc3ccccc3C2)CC1 | -0.2
COc1ccc2cc3c(N)c(C(=O)NCc4ccco4)sc3nc2c1 | 22.3
O=C(Nc1ccc(F)cc1Cl)c1ccc2c(=O)n3c(nc2c1)CCCCC3 | -10.0
CC(C)(C)NCc1cc2ccccc2[nH]c1=O | 2.1
COc1cc(NC(=O)CS(=O)(=O)c2ccc(C)cc2)cc(OC)c1OC | 4.1
Cc1ccc(SCCNC(=O)CN2C(=O)c3ccccc3S2(=O)=O)cc1 | 13.7
O=C(NC1CCCCC1)N(CCO)Cc1cc2cc3c(cc2[nH]c1=O)OCCO3 | 8.7
CCNc1nc(NC(C)(C)C)nc(N2CCCC2)n1 | -12.8
CC(=O)c1c(C)oc2ccc(NS(=O)(=O)c3ccc(O)c(C(=O)O)c3)cc12 | -8.9
CCN(C(=O)c1cccnc1)c1ccccc1 | 3.2
COC(=O)c1ccc(NC(=O)C2CC2)o1 | -6.5
CSc1cccc(NC(=O)CSc2ccc(Cl)cc2)c1 | 3.8

# Of the compounds above, these have a tert-butyl group.
compound | RAD54 branch
CC(C)(C)C(=O)N=C1SC2CS(=O)(=O)CC2N1c1ccc2c(c1)OCO2 (configuration not stated) | 2.7
CC(C)(C)NCc1cc2ccccc2[nH]c1=O | 2.1
CCNc1nc(NC(C)(C)C)nc(N2CCCC2)n1 | -12.8

# Next section
SMILES,RAD54 branch
COc1ccc(CN2CCCC(C(=O)N(C)Cc3ccccc3)C2)cc1OC (configuration not stated),-6.6
O=C(OC(C(=O)NCc1cccs1)c1ccccn1)c1cccs1 (configuration not stated),-6.1
Cc1cccc(C)c1NC(=O)CN(C)CC(=O)Nc1ccccc1Br,8.5
CCn1c(=N)n(CC(O)c2ccccc2)c2ccccc21 (configuration not stated),5.0
COc1ccc(N2C(=O)CC(NC3CCCCNC3=O)C2=O)cc1 (configuration not stated),2.6
O=C1CCCC/C1=C\Nc1ccccc1C(=O)O,-6.7
CN(C)CC1CCCCC1C1(O)c2ccccc2CSc2sccc21 (configuration not stated),2.4
CCOC(=O)C1=C(C)NC2=C(C(=O)C(C(=O)OCC)C(c3ccc(OC)cc3)C2)C1c1ccccn1 (configuration not stated),-2.3

# The list goes on; it opens with the 2 that closed the last part.
SMILES,RAD54 branch
CN(C)CC1CCCCC1C1(O)c2ccccc2CSc2sccc21 (configuration not stated),2.4
CCOC(=O)C1=C(C)NC2=C(C(=O)C(C(=O)OCC)C(c3ccc(OC)cc3)C2)C1c1ccccn1 (configuration not stated),-2.3
CC(C)C1S/C(=N/N=C/c2ccco2)NC1=O (configuration not stated),2.4
O=C(CN1CCCCC1)N1c2ccccc2Oc2ccccc21,-10.8
c1ccc(C(c2nnnn2Cc2cccs2)N2CCN(C3CCCC3)CC2)cc1 (configuration not stated),2.8
Cc1ccc(C(=O)N/N=C\c2ccc[nH]2)cn1,2.3
c1ccc2c(c1)OCC(c1nn3cnnc3s1)O2 (configuration not stated),3.1
CCc1c(C)sc(NC(=O)C2CCCCC2C(=O)O)c1C(N)=O (configuration not stated),-11.4
COc1ccc(NC(=O)/C(C#N)=C/c2ccc(OCCN3CCOCC3)c(OC)c2)c(OC)c1,0.3
CCS(=O)(=O)Nc1ccc(C(=O)c2ccccc2)cc1,10.4

SMILES,RAD54 branch
CCN(CCCNC(=O)CNC(=O)Cn1cnc2ccccc2c1=O)c1ccccc1,6.9
C=CCNC(=O)C1CC(=O)N(c2ccc(OCC(=O)Nc3cccc(OC)c3)cc2)C1 (configuration not stated),-3.3
Cc1cc(C)cc(Nc2ncc3c(n2)CC(c2ccco2)CC3=O)c1 (configuration not stated),-10.9
Cc1ccc(S(=O)(=O)N(C)c2nonc2C)cc1,-3.3
Cc1ccc(S(=O)(=O)N2C(=O)CCC2C(=O)N2CCN(C)CC2)cc1 (configuration not stated),-11.6
Cn1nc(-c2ccccc2)c(CSc2cccc(Cl)c2)c1Cl,-2.8
COc1cc(S(=O)(=O)N2CCOCC2)ccc1NC(=O)COC(=O)CC12CC3CC(CC(C3)C1)C2,-8.7
COc1ccc2c(c1OC)CN(C)CCc1cc3c(cc1C(O)C2)OCO3 (configuration not stated),-4.5

# Three entries drawn at random from those above:
SMILES,RAD54 branch
Cc1cc(C)cc(Nc2ncc3c(n2)CC(c2ccco2)CC3=O)c1 (configuration not stated),-10.9
Cn1nc(-c2ccccc2)c(CSc2cccc(Cl)c2)c1Cl,-2.8
Cc1ccc(S(=O)(=O)N2C(=O)CCC2C(=O)N2CCN(C)CC2)cc1 (configuration not stated),-11.6

# Continuation:
SMILES,RAD54 branch
COc1ccccc1C1C2=C(COC2=O)Nc2cc3c(cc21)OCO3 (configuration not stated),-1.4
O=C(Nc1cccc(F)c1)C1CCN(C(=O)c2ccc(Br)cc2)CC1,-3.8
COc1ccc2nc(NCCCO)[nH]c2c1,6.8
CCN(CC)S(=O)(=O)c1ccc(NC(=O)Nc2cccc(C(F)(F)F)c2)cc1,8.4
CC(C)COc1ccc(CSCCNC(=S)Nc2ccccc2)cc1,-5.6
COCC(=O)NC1CCN(C(=O)NCc2ccccc2)CC1,5.0
COc1ccccc1NC(=O)C(O)C(O)C(=O)Nc1ccccc1OC (configuration not stated),-1.3
Cc1cc(NC(=O)Cn2nc(C(F)(F)F)c3c2CCCC3)no1,-4.9

SMILES,RAD54 branch
O=C(CCNS(=O)(=O)c1cccs1)NCc1ccco1,-22.2
c1ccc(-c2noc(-c3ccc4ccccc4c3)n2)cc1,8.0
O=c1c(-c2ccccc2)nc(-c2ccccc2)cn1O,-4.4
CS(=O)(=O)N1CCC(C(=O)Nc2ccc(Cl)c(C(F)(F)F)c2)CC1,1.6
CCn1cc(C(=O)OCC(=O)OC2CC(C)CCC2C(C)C)c(=O)c2ccc(C)nc21 (configuration not stated),-14.6
Cc1noc(C)c1C(=O)NCCCc1ccccc1,-13.0
CC(C)OC(=O)CSc1nc2cccnc2n1C1CCCCC1,-10.0
CCOC(=O)c1ccc(-n2c(-c3ccco3)nc3ccccc3c2=O)cc1,-0.9

SMILES,RAD54 branch
CCC(C)(C(=O)NC1CCCCC1)N(C(=O)c1cnccn1)c1c(C)n(C)n(-c2ccccc2)c1=O (configuration not stated),-7.0
CC(C)Cn1c(N)c(C(=O)COC(=O)c2ccc3ccccc3n2)c(=O)n(C)c1=O,3.6
Nc1cccc(-c2c[nH]c3ncc(-c4cccnc4)cc23)c1,12.0
CC(C)(C)NC(=O)NC(=O)COC(=O)CCCc1c[nH]c2ccccc12,2.3
N#Cc1c(NC(=O)Cn2nc(C(F)(F)F)c3c2CCCC3)sc2c1CCC2,7.4
CCOC(=O)c1nnn(-c2nonc2N)c1-c1cccs1,3.0
NC(=O)NCc1ccc(Cl)cc1,-7.3
CCNS(=O)(=O)c1ccc(NC(=O)c2cc(C(F)(F)F)nn2C)cc1,3.0

SMILES,RAD54 branch
CC(C)(C)NC(=O)CSc1nncn1NCc1c(Cl)cccc1Cl,14.2
COc1cccc(NC(=O)c2ccccc2-c2nc(-c3ccccc3)no2)c1,0.1
CCCCCCn1c(SCCC)nc2c1c(=O)[nH]c(=O)n2C,0.9
N=c1c(C(=O)NCC2CCCO2)cc2c(=O)n3ccccc3nc2n1Cc1cccnc1 (configuration not stated),6.8
CCOc1ccc(-c2nc(N)ncc2-c2ccccc2)c(O)c1,-1.6
CCN(CC)S(=O)(=O)c1ccc2c(c1)nc(SCC(=O)N1CCOCC1)n2-c1ccccc1OC,10.8
c1ccc(-c2ccc(-c3cn4c(n3)CCC4)cc2)cc1,3.3
C=CCSC1=NC(N)=C(C#N)C2(CCCCC2)C1C(N)=O (configuration not stated),-5.5

SMILES,RAD54 branch
CCN1CCN(c2nc3c(C)cccn3c(=O)c2/C=C(\C#N)S(=O)(=O)c2ccc(C)cc2)CC1,-3.2
O=S(=O)(NC1CCCC1)c1cccc(S(=O)(=O)N2CCC(n3nnc4ccccc43)CC2)c1,2.2
O=C(COc1ccc(/C=N/NS(=O)(=O)c2ccccc2)cc1)Nc1ccc(F)cc1,-3.7
Cc1ccc(CC2(O)CC(C)N(C)CC2C)c(C)c1 (configuration not stated),1.7
CCN1C(=O)C(CC(=O)Nc2c(C)cccc2C)SC1=Nc1ccc(S(N)(=O)=O)cc1 (configuration not stated),2.3
COc1ccc(Cl)cc1S(=O)(=O)N1CCCC(C(=O)NCC(N)=O)C1 (configuration not stated),-8.1
COc1ccc(S(=O)(=O)Cc2ccc(C(=O)N3CCN(C4CCCCC4)CC3)o2)cc1,10.6
CCOP(=O)(c1ccc(N(C)C)cc1)C(O)c1c(Cl)cccc1Cl (configuration not stated),7.1

SMILES,RAD54 branch
Cc1onc(-c2c(F)cccc2Cl)c1C(=O)Nc1cccc2nsnc12,-0.3
Cc1cccc(-n2ncc3c(NCCCN4CCCC4=O)ncnc32)c1,6.4
O=C(CN(Cc1ccc2c(c1)OCO2)C(=O)CNS(=O)(=O)c1ccccc1)NCc1ccco1,5.1
CCCOc1ccc(C(=O)NCCCn2ccnc2)cc1,14.8
Cc1cccc(OCC(=O)Nc2ccc3c(c2)OCCO3)c1,2.3
c1ccc(CCc2ccccc2-c2nc(-c3ccccn3)no2)cc1,-1.3
COC(=O)c1[nH]c2cccc(OC)c2c1NC(=O)CN1CCOCC1,-2.8
COc1ccc(NC(=O)/C(Cl)=C(/Cl)S(=O)(=O)Cc2ccccc2)cn1,-1.0
COc1ccc(S(=O)(=O)N2CCC(C(=O)N3CCCC3)CC2)cc1,-7.7
COC(=O)c1ccc2c(=O)n(CCCCCC(=O)NCc3ccc4c(c3)OCO4)c(=O)[nH]c2c1,0.1
O=C(Nc1cccc(C(=O)N2CCN(Cc3ccccc3)CC2)c1)c1ccccc1,-4.1
